M5 ag – human M5 muscarinic receptor agonists, primary screen, CHO-K1 cells, Fluo-8 calcium fluorescence. CHO-K1 hM5 cells; 0% DMSO wells, 100% maximal acetylcholine response. activation, % at 3 µM. 360,000 tested, 0.19% active. AID 624037, 2012;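 active = activation above the run's mean over test compounds plus 3 SD, cut at about 23% in these data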;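 also: signal is peak over basal fluorescence ratio across the kinetic read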
Target sequence (P08912 whole entry, looked up): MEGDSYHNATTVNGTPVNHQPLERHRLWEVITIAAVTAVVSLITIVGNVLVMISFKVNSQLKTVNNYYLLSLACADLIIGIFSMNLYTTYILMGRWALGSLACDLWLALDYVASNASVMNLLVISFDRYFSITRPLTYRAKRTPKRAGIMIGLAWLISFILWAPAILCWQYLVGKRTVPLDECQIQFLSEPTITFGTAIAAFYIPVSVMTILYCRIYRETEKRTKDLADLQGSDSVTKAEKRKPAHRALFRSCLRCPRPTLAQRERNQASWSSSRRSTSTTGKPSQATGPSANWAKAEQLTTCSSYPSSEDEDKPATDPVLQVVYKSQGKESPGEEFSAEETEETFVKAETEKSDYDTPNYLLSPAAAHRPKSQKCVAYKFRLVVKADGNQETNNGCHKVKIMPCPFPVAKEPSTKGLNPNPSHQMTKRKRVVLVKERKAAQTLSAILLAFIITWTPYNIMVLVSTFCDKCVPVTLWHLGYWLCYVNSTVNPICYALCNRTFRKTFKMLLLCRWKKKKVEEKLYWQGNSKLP
M5 PAM – human M5 muscarinic receptor positive allosteric modulators, primary screen, CHO-K1 cells, Fluo-8 calcium fluorescence; activation, % at 3 µM; 360,000 tested, 0.3% active; CHO-K1 hM5, ACh EC20 PAM; 0% = ACh EC20, 100% = ACh EC100; AID 624038, 2012; Muscarinic acetylcholine receptor M5 (Homo sapiens), P08912;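 active = activation above the run cutoff, the mean activation of all test compounds plus 3 SD, cut at about 18% in these data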
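Assay system: CHO-K1 hM5 cells / Incubation: Fluo-8 loading 80 min at 37 °C plus 30 min room temperature / Technique: Fluo-8 calcium dye fluorescence, kinetic read / Repeats: single replicate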
CHRM4 antagonist – human M4 muscarinic receptor antagonists, primary screen, CHO cells, Fluo-8 calcium fluorescence; Muscarinic acetylcholine receptor M4 (Homo sapiens), P08173; CHO-hM4 cells, ACh EC80; inhibition, % at 3 µM; 360,000 tested, 0.73% active;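 active = inhibition above its plate's cutoff, the mean inhibition of sample wells plus 3 SD, cut at about 27% in these data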;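 also: 0% = acetylcholine EC80 with DMSO and 100% = DMSO without agonist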
M1 PAM – human M1 muscarinic receptor positive allosteric modulators, primary screen, CHO-K1 cells, Fluo-8 calcium fluorescence, 1536-well. Muscarinic acetylcholine receptor M1 (Homo sapiens), P11229. CHO-K1 hM1, ACh EC20; 0% = ACh EC20, 100% = maximal ACh. activation, % at 3 µM. 360,000 tested, 0.088% active. AID 588819, 2011; in the data active = activation above about 19%, passing the limit was not always enough
Target sequence (P11229 whole entry, looked up): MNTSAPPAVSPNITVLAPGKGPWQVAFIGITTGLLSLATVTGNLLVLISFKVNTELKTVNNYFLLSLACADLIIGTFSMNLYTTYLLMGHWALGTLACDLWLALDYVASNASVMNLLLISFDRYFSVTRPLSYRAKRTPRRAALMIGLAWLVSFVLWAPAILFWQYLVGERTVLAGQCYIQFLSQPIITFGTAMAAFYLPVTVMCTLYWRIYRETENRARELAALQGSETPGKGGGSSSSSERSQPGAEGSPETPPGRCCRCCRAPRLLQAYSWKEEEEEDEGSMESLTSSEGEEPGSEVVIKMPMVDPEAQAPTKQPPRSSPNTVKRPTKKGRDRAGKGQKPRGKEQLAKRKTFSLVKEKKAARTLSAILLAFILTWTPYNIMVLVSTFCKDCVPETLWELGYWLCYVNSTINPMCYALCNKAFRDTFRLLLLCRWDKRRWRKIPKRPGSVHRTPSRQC
M5 antag – human M5 muscarinic receptor antagonists, primary screen, CHO cells, Fluo-8 calcium fluorescence | Muscarinic acetylcholine receptor M5 (Homo sapiens), P08912 | CHO-hM5 cells, ACh EC80 | inhibition, % at 3 µM | 360,000 tested, 0.59% active | AID 624040, 2012;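 active = inhibition above a per-plate cutoff, the mean of that plate's test compounds plus 3 SD, cut at about 27% in these data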;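 also: 0% = acetylcholine EC80 with DMSO and 100% = DMSO without agonist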
CRFR2-BP antag – antagonists of CRF-BP/CRF-R2 complex, primary screen, cell-based, HEK293, calcium dye fluorescence, uHTS | CRF-induced calcium fluorescence | inhibition, % at 11.8 µM | 350,000 tested, 0.59% active | AID 588475, 2011;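 active = inhibition of the ligand-induced calcium signal above about 50% at the single tested concentration, limit read from the data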
CHRM4 PAM – human M4 muscarinic receptor positive allosteric modulators, primary screen, CHO-K1 cells, Fluo-8 calcium fluorescence; Muscarinic acetylcholine receptor M4 (Homo sapiens), P08173; 360,000 tested, 0.4% active; activation, % at 3 µM; CHO-K1 hM4/Gqi5, ACh EC20; 0% = ACh EC20, 100% = maximal ACh;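 active = activation above its plate's cutoff, the mean activation of sample wells plus 3 SD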; also: some results filed as inactive read as strong as hits
M4 ag – human M4 muscarinic receptor agonists, primary screen, CHO-K1 cells, Fluo-8 calcium fluorescence | Muscarinic acetylcholine receptor M4 (Homo sapiens), P08173 | CHO-K1 hM4/Gqi5; vehicle 0%, full acetylcholine response 100% | activation, % at 3 µM | 360,000 tested, 0.14% active | AID 624127, 2012;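 active = activation above the run mean over all test wells plus 3 SD, cut at about 32% in these data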;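 also: peak over basal fluorescence ratio per well then scaled between controls; 0% = DMSO wells and 100% = acetylcholine at EC100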
CRFBP-R2 agonist – agonists of CRF-BP/CRF-R2 complex, primary screen, cell-based, HEK293, calcium dye fluorescence, uHTS; activation, % at 13.2 µM; CRF-binding protein / CRF receptor 2 complex (human); 350,000 tested, 0.46% active; calcium dye fluorescence (FLIPR); percent of saturating CRF peptide response;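 active = activation of at least 50%, plus an integration ratio under a set limit after plate pattern correction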;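 also: plate controls were neutral control wells without compound for no effect and CRF at EC100 for full effect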
Numbers without * were called inactive; x = no result given.

M5 ag,M5 PAM,CHRM4 antagonist,M1 PAM,M5 antag,CRFR2-BP antag,CHRM4 PAM,M4 ag,CRFBP-R2 agonist,canonical_smiles
1,-20,-4,-4,13,-36,-2,12,6.7,CC(C)c1ccc(-c2nn(-c3ccccc3)cc2C(=O)NCC2CCCO2)cc1 (stereo not given)
-3,-22,2,-6,6,-1,-22,12,-2.0,COC(=O)c1cc2c(s1)-c1ccc(OC)cc1CC2
-1,0,-1,3,-3,19,9,0,-2.5,CC(OC(=O)c1nsc(Cl)c1Cl)C(=O)NCc1ccco1 (stereo not given)
9,8,-1,6,-5,-3,-2,1,-0.7,O=c1c(=O)n2c(nn1Cc1ccc(F)cc1)sc1ccccc12
2,12,0,10,0,9,-7,0,1.6,COc1ccc(/C=N/NC(=O)CC(=O)NC2CCCCC2)cc1
6,10,-11,1,-25,-2,8,2,0.6,CSc1nc2nc3c(cc2c(=O)n1-c1ccccc1)COC(C)(C)C3
-3,-7,-2,2,11,-9,-4,1,-0.6,COC(=O)/C=c1/s/c(=C(/C#N)C(=O)N2CCCCC2)n(-c2ccccc2)c1=O
-3,5,2,1,5,2,2,0,-1.1,O=C(NCc1ccccc1)Nc1cccn(Cc2ccc(Cl)cc2)c1=O
-2,-4,-2,7,7,-9,2,3,-1.3,O=C(/C=C/c1ccco1)N/C(=C\c1ccco1)C(=O)NCCc1nc2ccccc2[nH]1
2,3,-8,12,2,x,7,0,x,CNc1cnc(-c2ccc(O)c(OC)c2)cn1
-4,0,-3,-1,10,-2,11,0,2.5,Cc1ccc(C(=O)c2sc3c(c2N)c(=O)[nH]c(=O)n3CCc2ccccc2)cc1
-9,-7,-10,14,1,11,-4,-2,1.6,COC(=O)C1CN(C(=O)C(C)Oc2cc(C)ccc2C(C)C)c2ccccc2O1 (stereo not given)
-1,-5,-2,5,7,-2,3,0,6.3,COC(=O)c1ccc(C2/C(=C(/O)c3ccc(OC)cc3)C(=O)C(=O)N2c2cc(C)on2)cc1 (stereo not given)
3,-15,2,2,10,16,-4,1,-2.8,CC(C)(O)CN(C(=O)c1ccccc1)C1CCCCC1
0,0,-4,3,-6,0,-5,4,1.6,CCOC(=O)c1c(NC(=O)COC(=O)c2ccc([N+](=O)[O-])cc2)sc(C(=O)N(C)C)c1C
-4,3,-1,-2,-10,-14,1,2,-0.2,CCN(CCCNC(=O)CCNC(=O)Cn1ccc2ccccc2c1=O)c1ccccc1
1,1,-6,14,1,-8,8,0,1.8,CC(C)CCN1CCC(C)(NC(=O)c2ccccc2)C1=O (stereo not given)
-2,-2,-19,3,10,16,2,0,-1.4,CCOc1ccc(CNC(=O)Nc2ccccc2)cc1
-7,-5,-16,2,4,-11,0,0,-0.4,O=C(O)c1ccccc1C(=O)Nc1ccc(Br)c2cccnc12
-1,-4,5,4,4,-8,-4,0,-0.9,CC(CNC(=O)CCc1ccccc1)NC(=O)CCc1ccccc1 (stereo not given)
-1,1,-1,6,7,20,0,1,-7.8,Cc1n[nH]c(=O)c2c(NC(=O)CSc3nc4ccccc4c(=O)n3CCCOC(C)C)oc(C)c12
0,2,7,5,2,-32,-4,0,-0.8,CCCOc1ccc(NC(=O)CC2Nc3ccccc3NC2=O)cc1 (stereo not given)
-1,-1,6,-1,0,-4,-5,2,0.9,CC(C)CCN(C(=O)c1csnn1)C(C(=O)NC1CCCC1)c1ccc(F)cc1 (stereo not given)
-2,-5,3,3,-1,22,-1,1,1.3,O=C(Cn1c(=O)n(Cc2ccc3c(c2)OCO3)c(=O)c2ccccc21)N1CCCc2ccccc21
8,-7,1,-7,1,-30,-11,5,69*,CCOc1ccc(C2C=C(c3ccc(C)cc3)Nc3nnnn32)cc1 (stereo not given)
-5,-14,-2,0,8,6,-3,2,-3.2,C=C(C)Cn1c(SCC(=O)NCc2ccco2)nc2sc3c(c2c1=O)CCC3
2,2,10,10,-4,5,-4,3,-0.2,CC(=O)/C(C#N)=C1\NC(=O)C(Cc2ccccc2C)S1 (stereo not given)
-1,-6,10,5,8,1,-7,1,-0.3,O=c1[nH]cccc1-c1nc2ccccc2n1Cc1ccccc1F
-11,-13,-7,-16,10,-9,-8,2,-1.0,Cc1ccc(-c2nnc(N3CCN(C(=O)c4ccco4)CC3)c3ccccc23)cc1
-1,-5,-10,2,3,12,3,1,1.2,Cc1nc2ccccc2c(=O)n1/N=C/c1ccc(O)c(O)c1O
-4,1,-2,0,-4,0,-5,3,0.9,S=C(Nc1ccccc1)N1CCC(Cc2ccccc2)CC1
-1,4,-3,12,4,-3,5,2,4.3,COc1ccc(NC(=O)c2oc3ccccc3c2NC(=O)C2CC2)c(OC)c1
-1,-6,5,5,11,4,-3,7,0.3,CCCOc1ccc(C2C(C(=O)c3cc4ccccc4o3)=C(O)C(=O)N2c2cc(C)on2)cc1 (stereo not given)
-4,-8,-17,1,-4,4,14,1,-0.8,CN(C)/C=C/C(=O)c1ccc(S(=O)c2ccccc2)cc1 (stereo not given)
-4,-1,2,11,-2,-22,8,1,-0.1,O=C(COc1ccc([N+](=O)[O-])cc1Cl)NCCc1ccccc1
1,4,-6,9,3,-8,6,5,-1.5,Cc1c(Cl)cccc1NC(=S)N(Cc1cccnc1)Cc1ccccc1Cl
0,-2,0,11,-6,5,0,0,-1.0,CCc1cccc(NS(=O)(=O)c2ccc3c(c2)NC(=O)CC(=O)N3)c1
0,-4,7,6,1,7,-5,0,0.5,O=Cc1c(NCc2ccccc2)c2ccccc2[nH]c1=O
-1,0,8,6,6,0,-3,5,1.2,CS(=O)(=O)N(CC(=O)NCCSCc1cccc(Cl)c1)c1ccccc1F
-4,-1,-5,1,3,-3,6,1,-0.4,COc1ccc(S(=O)(=O)NCc2ccccn2)c(Cl)c1Cl
-1,2,-14,20,-8,-9,12,0,2.3,CCNc1nc(NCC)n2c(SCC(=O)Nc3cc(OC)ccc3OC)nnc2n1
-5,11,10,-5,3,-10,10,-1,-0.2,Cc1ccc(CNC(=O)COC(=O)c2ccc(Br)o2)cc1
0,-2,0,-1,6,-8,0,0,-0.6,Cc1nnc2c3ccccc3c(-c3ccccc3)nn12
-1,-13,6,-4,0,-1,-3,1,-0.1,COc1cccc(-c2cc(C(F)(F)F)nc(N3CCC(C)CC3)n2)c1
-9,7,3,12,-4,-7,1,0,-0.2,C=CCn1c(-c2ccccc2)n[nH]c1=S
2,6,-7,9,-7,9,15,0,1.0,CC1CCN(c2nc(-c3ccccc3)c(C#N)c(=O)[nH]2)CC1
-6,8,-4,10,5,18,6,0,-0.2,COCCn1c(CN2CCN(C(c3ccccc3)c3ccccc3)CC2)nc2c1c(=O)n(C)c(=O)n2C
-1,-1,10,4,2,13,-5,1,-0.5,O=C(CCc1c[nH]c2ccccc12)NC1CC1
-1,-3,7,5,-4,-3,11,1,4.3,CC(C)OC(=O)CSc1nc(-c2ccc(F)cc2)nc2ccc(F)cc12
1,2,-1,1,1,-87,3,1,83*,Cc1cc2c(cc1S(=O)(=O)CCC(=O)NC1CCCCC1C)OCC(=O)N2 (stereo not given)
-12,-2,38*,-21,2,-2,-26,1,-0.2,Cc1ccc(CN2CCC(CNC(=O)C3CCCN(c4ncnc5c4nc4n5CCCCC4)C3)CC2)cc1 (stereo not given)
-2,3,-9,10,-15,-5,6,1,-0.2,CS(=O)c1ccc(-n2c(=O)n(Cc3ccccc3)c(=O)c3[nH]cnc32)cc1 (stereo not given)
-2,-6,-8,4,1,13,0,0,-3.9,COc1ccc(C(=O)N/N=C(\C)CC(=O)N2CCN(C=O)CC2)cc1
1,-5,-2,x,-2,x,0,-1,x,Cc1c(C)n(CC(O)CSc2ccccc2)c2ccccc12 (stereo not given)
2,-1,1,1,-3,7,1,2,-1.9,COc1cccc(-c2nn(C)c3sc(C(=O)N4CCOCC4)cc23)c1
2,5,-5,8,7,11,9,1,0.9,Cc1ccc(NCN2C(=O)c3ccccc3C2=O)cc1Cl
-9,-11,-22,-6,5,-18,-6,-1,0.2,COc1ccc(NC(=S)NC(=O)/C=C/c2cccs2)cc1
1,3,6,6,1,5,0,-2,-0.1,CCOC(=O)c1c(C)n(C)c2ccc(OC(=O)c3ccoc3)cc12
-2,-6,-5,5,3,28,6,-1,-3.3,CSCC[C@H](NC(=O)C1CCN(S(=O)(=O)c2ccc(C)cc2C)CC1)c1nc2ccccc2[nH]1
6,12,-2,11,0,-6,15,1,-1.3,C[C@H]1CCC[C@@]2(O[C@H](CCO)C[C@H](O)[C@H]2O)O1

Shown as labelled records: part of the list above
Cc1ccc(NCN2C(=O)c3ccccc3C2=O)cc1Cl
  M5 ag: 2	M5 PAM: 5	CHRM4 antagonist: -5	M1 PAM: 8	M5 antag: 7	CRFR2-BP antag: 11	CHRM4 PAM: 9	M4 ag: 1	CRFBP-R2 agonist: 0.9
COc1ccc(NC(=S)NC(=O)/C=C/c2cccs2)cc1
  M5 ag: -9	M5 PAM: -11	CHRM4 antagonist: -22	M1 PAM: -6	M5 antag: 5	CRFR2-BP antag: -18	CHRM4 PAM: -6	M4 ag: -1	CRFBP-R2 agonist: 0.2
CCOC(=O)c1c(C)n(C)c2ccc(OC(=O)c3ccoc3)cc12
  M5 ag: 1	M5 PAM: 3	CHRM4 antagonist: 6	M1 PAM: 6	M5 antag: 1	CRFR2-BP antag: 5	CHRM4 PAM: 0	M4 ag: -2	CRFBP-R2 agonist: -0.1
CSCC[C@H](NC(=O)C1CCN(S(=O)(=O)c2ccc(C)cc2C)CC1)c1nc2ccccc2[nH]1
  M5 ag: -2	M5 PAM: -6	CHRM4 antagonist: -5	M1 PAM: 5	M5 antag: 3	CRFR2-BP antag: 28	CHRM4 PAM: 6	M4 ag: -1	CRFBP-R2 agonist: -3.3

(next part)
M5 ag,M5 PAM,CHRM4 antagonist,M1 PAM,M5 antag,CRFR2-BP antag,CHRM4 PAM,M4 ag,CRFBP-R2 agonist,canonical_smiles
0,-6,4,2,6,-12,2,16,-0.3,O=[N+]([O-])c1ccc(-c2nc(Nc3cccc(O)c3)c3ccccc3n2)cc1
1,0,9,-8,-2,1,1,1,3.8,Cc1ccc(Cn2c(C(C)Nc3nc(-c4ccc(F)cc4)cs3)nc3cc(C(F)(F)F)ccc32)cc1 (stereo not given)
-6,6,1,-2,-6,9,7,0,1.4,Cc1nn(CC(=O)Nc2ccc3c(c2)nc(CN2CCCCC2)n3C)c(=O)c2ccccc12
7,6,-3,12,-1,-6,5,0,1.3,O=C(O)CSc1c2c(nc3cc(C(=O)N4CCCC4)ccc13)CCCC2
1,0,-2,12,0,6,-3,0,-1.3,CCOC(=O)Cn1nnc(-c2ccc(S(C)(=O)=O)cc2)n1
-8,-4,-2,10,-5,-4,7,1,-0.8,COc1ccccc1C1N(c2ccc(Cl)cc2)C(=O)C2CCCN21 (stereo not given)
0,-4,0,2,8,-11,-1,1,3.1,CC1=CC(c2ccccc2)NC(=S)N1 (stereo not given)
-2,3,-1,8,-1,-18,11,1,-2.0,CCOC(=O)c1cn(CC(=O)Nc2ccc3c(c2)OCCO3)nn1
-4,-2,16,5,16,-3,-6,1,-2.4,CCOc1ccc(CCNC(=O)c2ccc(C)c(NC3=NC4CS(=O)(=O)CC4S3)c2)cc1 (stereo not given)

Screens (PubChem BioAssay)
